Source: PubChem (The Scripps Research Institute Molecular Screening Center)
MITF primary – human MITF inhibition, primary screen; inhibition, % at 2.6 µM; O75030; AID 1259374; 0.91% of 650,000 active; AlphaScreen MITF homodimerization, bead proximity signal; in the data active means inhibition above about 50%;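 further: 0% = vehicle wells with protein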
Target sequence (O75030 whole entry, looked up): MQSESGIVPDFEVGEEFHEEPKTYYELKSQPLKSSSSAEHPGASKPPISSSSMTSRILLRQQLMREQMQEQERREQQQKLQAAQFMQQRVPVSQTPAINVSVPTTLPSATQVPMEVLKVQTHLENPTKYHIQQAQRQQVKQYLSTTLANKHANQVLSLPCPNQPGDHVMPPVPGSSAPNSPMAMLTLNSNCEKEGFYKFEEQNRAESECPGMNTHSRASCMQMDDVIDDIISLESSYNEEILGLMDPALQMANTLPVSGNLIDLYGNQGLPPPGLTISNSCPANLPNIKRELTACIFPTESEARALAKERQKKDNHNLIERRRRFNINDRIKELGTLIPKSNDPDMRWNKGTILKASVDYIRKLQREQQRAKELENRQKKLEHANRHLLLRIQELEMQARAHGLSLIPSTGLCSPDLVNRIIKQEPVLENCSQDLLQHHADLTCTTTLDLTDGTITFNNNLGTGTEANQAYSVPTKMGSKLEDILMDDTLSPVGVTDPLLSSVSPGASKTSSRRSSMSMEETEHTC
GPR151 ag – human GPR151 activation; Q8TDV0; PathHunter beta-arrestin GPR151 cells, luminescence; activation, % at 11.2 µM; 1% of 650,000 active; AID 1508602; in the data active means activation above about 4.9%;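 further: 0% = median of compound wells and 100% = cells with positive control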
Target sequence (Q8TDV0 whole entry, looked up): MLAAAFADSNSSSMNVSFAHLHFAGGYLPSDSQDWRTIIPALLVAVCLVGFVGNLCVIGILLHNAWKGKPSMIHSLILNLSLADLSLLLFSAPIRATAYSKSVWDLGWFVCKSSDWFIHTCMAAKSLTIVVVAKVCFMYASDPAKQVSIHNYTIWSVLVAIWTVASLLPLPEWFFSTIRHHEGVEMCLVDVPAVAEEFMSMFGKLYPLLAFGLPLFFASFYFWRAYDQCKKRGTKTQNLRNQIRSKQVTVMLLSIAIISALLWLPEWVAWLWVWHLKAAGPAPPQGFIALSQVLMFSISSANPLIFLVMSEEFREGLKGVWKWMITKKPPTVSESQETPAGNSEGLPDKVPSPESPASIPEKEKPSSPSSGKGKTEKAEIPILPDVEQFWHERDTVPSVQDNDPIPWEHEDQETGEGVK
TEAD-YAP inh – TEAD-YAP interaction inhibition. HEK-TIYL cells, TEAD-Gal4/YAP UAS-luciferase luminescence. inhibition, % at 9.12 µM. 1.4% of 640,000 active; in the data active means inhibition above about 32%;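 further: 0% = median of test compound wells and 100% = reference inhibitor wells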
FBW7 act – human FBW7 E3 ligase activation, primary screen; normalized activity (activation), % at 26.1 µM; 0.13% of 650,000 active; AlphaScreen FBW7–phospho-cyclin E peptide binding, activator screen; Q969H0; in the data active means normalized activity above about 1.9%;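 further: purified mutant Fbw7 with reduced substrate affinity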
Starred values were filed as active, the others as inactive; & = joins results of further samples.

Order of values: MITF primary | FBW7 act | TEAD-YAP inh | GPR151 ag
- c1cc(-n2ccc(-c3ncn[nH]3)n2)cc(Nc2ccc(N3CCOCC3)cc2)n1
  43.2 | 0.5 | 7.7 | -1.3
- O=C1CC2(CCN(C(=O)Nc3cccc(Cl)c3)CC2)Oc2ccccc21
  -7.1 | 0.1 | -5.4 | 1.0
- CCOc1ccc(-n2c(/C=C/c3cccc(F)c3)nc3cc(OC)c(OC)cc3c2=O)cc1
  -10.1 | -0.1 | 4.9 | 1.7
- CC(C)(C)OC(=O)N1CCC[C@H]1C(=O)NC1CCC(Nc2ccc3[nH]ncc3c2)CC1 (stereo not given in full)
  5.2 | 0.0 | 2.4 | 0.6
- Cc1ccc(C2OC3(C(=O)c4ccccc4C3=O)C3C(=O)N(c4ccccc4Cl)C(=O)C23)cc1 (stereo not given)
  7.2 | 0.1 | 12.2 | 1.2
- Cn1c(=O)c2c(ncn2Cc2ccccc2)n(C)c1=O
  -11.5 | -0.3 | 1.6 | 0.1
- O=C(Nc1ccc2oc(-c3ccc4ccccc4c3)nc2c1)c1ccc(Cl)c(Cl)c1
  4.7 | -0.1 | -1.6 | 0.4
- C[C@@H](C(=O)NC1=NCCS1)N1C(=O)C2CC=CCC2C1=O (stereo not given in full)
  12.0 | 0.1 | 4.8 | -1.8
- Cc1ccc(C)c2[nH]c(=O)c(CCNC(=O)c3ccc(S(=O)(=O)N(C)C)cc3)cc12
  8.7 | -0.2 | 10.0 | 0.2
- O=C(CSc1nc2ccccc2c(=O)n1CCCN1CCCCC1)c1ccccc1
  34.4 | 0.2 | 7.7 | 0.2
- CCOc1ccccc1Nc1nnc(SCc2nnc(-c3cccs3)o2)s1
  8.5 | 0.0 | -0.8 | 0.5
- O=C(CSc1ccc2nnc(-c3cccc(F)c3)n2n1)N1CCCCCC1
  -2.0 | -0.1 | -5.8 | 1.9
- CS(=O)(=O)Nc1ccc(-c2nnc(SCC(=O)O)o2)cc1
  2.2 | 0.0 | 7.8 | 0.3
- O=C(NCc1cc(F)ccc1F)c1ccc(OC2CCN(Cc3ccccn3)CC2)cc1
  -31.8 | -0.2 | 0.9 | -0.5
- CCc1ccc(-c2ccc(C(=O)Oc3ccc(Br)cc3)cc2)nc1
  -3.4 | -0.1 | 8.2 | 1.8
- Cc1ccccc1NC(=O)c1cccc(Br)c1
  7.5 | 0.0 | -6.0 | 2.9
- COc1ccc(-c2cn3cccnc3n2)cc1NC(=O)c1ccc(C(C)(C)C)cc1
  -8.0 | -0.1 | 4.4 | 0.2
- Cn1cc(CC(=O)NCCCN2CCCC2)c2ccccc21
  10.4 | 0.0 | 4.9 | -0.7
- CCCc1cc(=O)[nH]c(SCC(=O)Nc2cccc(F)c2)n1
  -2.7 | 0.0 | -6.9 | -0.1
- Cc1ccccc1NC(=O)C(Cc1c[nH]c2ccccc12)NC(=O)OC(C)(C)C (stereo not given)
  6.9 | 0.1 | 11.1 | 0.0
- O=C(CCCn1c(SCC(=O)c2ccc(Br)cc2)nc2ccsc2c1=O)NCCc1ccccc1
  15.7 | 0.6 | 11.2 | -0.8
- Cc1ccc(F)c(CN2CCN3C(=O)[C@H](CCCCN)NC(=O)[C@H]3C2)c1
  -4.6 | 0.0 | -13.3 | -1.1
- CCCNC(=O)C1CC(c2ccc(OC)cc2)NS(=O)(=O)N1C (stereo not given)
  -5.6 | 0.0 | 8.5 | 0.2
- Nc1c(C(=O)Nc2cccc(Cl)c2Cl)c2ccccn2c1C(=O)c1ccccc1
  -6.2 | 0.1 | 1.6 | -1.7
- CCCNC(=O)c1ccc2nc(-c3ccc(N4CCN(C)CC4)cc3)sc2c1
  -8.7 | -0.1 | -12.0 | 0.0
- Cc1ccccc1CNC(=O)c1ccc(N(Cc2ccccc2)S(C)(=O)=O)cc1
  -1.1 | -0.2 | 0.8 | 0.5
- COc1ccccc1CN1CCc2nnc(C(NC(=O)c3ccccn3)C(C)C)n2CC1 (stereo not given)
  11.3 | 0.1 | -9.7 | -1.3
- COc1ccccc1C1CC(c2ccc(C(C)C)cc2)Nc2nnnn21 (stereo not given)
  3.0 | 0.0 | -4.2 | -1.0
- COc1ccc(-c2ncc(C(=O)Nc3cc(OC)c(OC)c(OC)c3)s2)cc1
  2.2 | -0.1 | 4.7 | 0.0
- O=C(Cc1cccc(Br)c1)N1CCN(c2ccc3cnccc3c2)CC1
  9.3 | 0.0 | 7.2 | 2.2
- Cc1ccc(CC2SC(N)=NC2=O)cc1 (stereo not given)
  12.7 | 0.0 | -0.6 | 0.0
- N#Cc1c(/N=C/N2CCOCC2)sc2c1CCCCC2
  14.3 | -0.1 | -25.6 | -2.5
- O=C1c2ccccc2C(=O)c2cc(S(=O)(=O)N(CCO)CCO)ccc21
  12.2 | -0.2 | 9.2 | 0.4
- COC(=O)CCNC(=O)Nc1nnc(N2CCCC(C)C2)s1 (stereo not given)
  3.2 | -0.2 | 4.6 | -0.6
- CCOC(=O)Cc1csc(NC(=O)Cn2cnc3c2c(=O)n(C)c(=O)n3C)n1
  2.1 | -0.1 | 9.9 | 1.9
- CC12CCCCC1C2C(=O)N/N=C/c1ccc(C#N)cc1 (stereo not given)
  1.6 | 0.0 | -6.8 | 0.9
- CCOc1cccc2cc(C(=O)NCc3cccc(Cl)c3)c(=Nc3ccc(C(=O)O)cc3)oc12
  3.7 | -0.1 | 4.5 | 0.3
- CCCC(=O)N(Cc1ccccc1)c1nc2ccc(OC)cc2s1
  -3.2 | -0.2 | -1.9 | -1.8
- COC(=O)C1=C(C)NC(C)=C(C(=O)OC)C1c1cccc(Br)c1
  -0.3 | 0.0 | -3.4 | -0.9
- Cc1cc(C)cc(NC(=O)c2cc(C)[nH]n2)c1
  6.2 | -0.2 | -59.7 | -7.9
- COc1ccc(/C=C2/SC(N3CCN(c4ccccc4[N+](=O)[O-])CC3)=NC2=O)cc1
  2.9 | 0.4 | 4.0 | 0.7
- NC(=O)c1ccccc1NC(=O)CC12CC3CC(CC(Br)(C3)C1)C2
  5.5 | 0.1 | 4.5 | 2.3
- CCOC(=O)CSc1nnc2c(n1)[nH]c1ccc(F)cc12
  8.1 | 0.1 | -10.4 | 0.3
- Cc1c(C(=O)C(=O)Nc2ccc(C(N)=O)cc2)c2ccccc2n1C
  1.7 | -0.1 | -3.1 | 0.0
- O=C1OC(c2ccc(Cl)cc2Cl)=N/C1=C\c1cccc(Cl)c1Cl
  -3.6 | 0.1 | -11.2 | 8.0*
- NC(=O)/C(=C/c1cccc([N+](=O)[O-])c1)NC(=O)c1cccc(Br)c1
  3.1 | 0.0 | 13.9 | -0.7
- Cc1csc(-c2cc3ccc(O)c(CN4CCN(CCO)CC4)c3oc2=O)n1
  17.0 | 0.1 | -16.6 | 0.1
- COC(=O)[C@@H]1C(=O)NC(SCC(N)=O)=C(C#N)C1c1ccc(C)cc1 (stereo not given in full)
  4.5 | 0.2 | 8.5 | -0.9
- COc1ccccc1NC(=O)CN(c1ccccc1OC)S(C)(=O)=O
  -0.1 | 0.0 | 5.2 | -0.9
- CCOC(=O)c1cc2occc2n1CC
  -10.8 | 0.9 | 0.4 | -1.6

Other compounds follow:
Order of values: MITF primary | FBW7 act | TEAD-YAP inh | GPR151 ag
- CCOC(=O)/C(C#N)=C/c1cn(CCC#N)nc1C
  -6.0 | -0.1 | 6.5 | -0.1
- O=C1C(=O)N(Cc2cccnc2)C(c2ccc(O)cc2)/C1=C(\O)c1ccccc1 (stereo not given)
  -11.9 | -0.1 | -2.4 | -0.8
- O=C1CCC(CCNCCOc2ccccc2)N1CCc1ccccc1 (stereo not given)
  11.6 | 0.1 | -1.4 | 8.3*
- CCOc1ccc(OCCCOc2ccccc2OC)cc1
  -6.1 | 0.0 | -17.4 | 0.7
- NC(=O)c1ccccc1NC(=O)c1ccc(Br)o1
  2.7 | 0.2 | -3.3 | -2.6
- O=C(NC(O)C(F)(F)C(F)(F)C(F)(F)C(F)F)c1ccccc1 (stereo not given)
  -5.1 | 0.1 | -12.4 | -0.2
- O=C(Cc1ccc(Cl)cc1)Nc1cc(C(=O)O)cc(C(=O)O)c1
  11.9 | 0.1 | 0.8 | -1.4
- COC(=O)Cn1c(=NC(=O)c2ccc(OC)c(OC)c2)sc2cc(C)ccc21
  8.8 | 0.1 | -4.3 | 1.5
- O=c1c2ccccc2nc(-c2ccccc2F)n1NCc1ccc(Br)s1
  7.9 | 0.0 | 6.5 | 0.8
- Cc1ccnc(Nc2ccc(N3CCN(C(=O)c4ccc(C)c(C)c4)CC3)nn2)c1
  -0.5 | -0.7 | -5.7 | -2.0
- CSc1cccc(NC(=O)CCNC(=O)Cn2ccc3ccccc3c2=O)c1
  3.6 | 0.0 | 10.1 | -0.3
- O=C(O)c1c(-n2cccc2)sc2c1CCC2
  42.4 | -0.1 | -9.7 | 1.2
- Cc1noc(C)c1-c1cccc(C(=O)NCCc2ccc(O)cc2)n1
  10.3 | 0.1 | -5.8 | 0.7
- CC[C@H](C)[C@@H]1NC(=O)[C@@H]2C[C@H](NCc3ccc(C)c(F)c3)CN2C1=O
  6.0 | 0.2 | 9.9 | -1.5
- O=C1C=C(NNC(=O)c2cccnc2)CC(c2ccco2)C1 (stereo not given)
  5.2 | 1.1 | 11.3 | -1.5
- CC(O)CNc1nc2ccccc2n1-c1ncnc2sc3c(c12)CCC3 (stereo not given)
  11.1 | 0.1 | 2.6 | -0.4
- CCOc1cc(Cl)c(S(=O)(=O)n2ccnc2)cc1Cl
  -27.1 | 0.1 | 5.9 | -0.5
- O=C(Nc1sc2c(c1C(=O)NC1CC1)CCCCCC2)c1ccco1
  18.6 | 0.1 | 8.2 | -0.4
- CCCOc1ccccc1C1Nc2ccccc2-c2nnc(SC)nc2O1 (stereo not given)
  1.0 | 0.2 | 2.7 | -0.7
- NC(=NC(=O)c1ccccc1)C1=C(O)CCC1=O
  8.9 | -0.1 | 1.5 | -0.1
- COC(=O)c1sccc1NC(=O)C(C)Oc1ccc(Cl)cc1C (stereo not given)
  -0.2 | 0.1 | 3.8 | 0.0
- O=c1/c(=C/c2ccccc2)sc2nnc(-c3ccccc3)n12
  19.3 | 0.8 | 5.8 | -1.6
- Cc1ccc(-n2cnc3cc(C(=O)NC4CCCC4)ccc32)c(C)c1
  11.3 | 0.1 | -4.5 | 1.4
- N#Cc1c(-c2ccccc2)cc(-c2ccccc2Cl)nc1SCc1ccc(F)c(F)c1
  7.4 | 0.4 | 6.8 | -1.1
- Cc1ccc([N+](=O)[O-])cc1N(CC(=O)NCC1CCCO1)S(C)(=O)=O (stereo not given)
  -8.4 | -0.1 | -7.1 | 1.7
- CC(NC(=O)CCC1CCCC1)c1nc(-c2cccnc2)n[nH]1 (stereo not given)
  5.5 | 0.1 | 6.0 | 0.5
- COC(=O)c1c(NC(=O)C23CCC(C)(C(=O)O2)C3(C)C)sc2c1CCCC2 (stereo not given)
  -3.3 | 0.0 | -5.2 | 0.8
- CCOC(=O)c1ccc(NC(=O)c2c(Cl)cc(C)nc2C)cc1
  6.8 | 0.9 | -1.4 | 0.1
- Cc1cccc(C(=O)N2CCN(c3oc(-c4ccc(Cl)cc4)nc3C#N)CC2)c1
  74.9* | -0.1 | 0.7 | 0.2
- COc1cccc(Cn2cc(NC(=O)Nc3ccc(C)c(Cl)c3)cn2)c1
  -10.1 | -0.2 | -5.6 | 1.4
- CC1=CC(C)(C)N(C(=O)C(C)N2C(=O)c3ccccc3C2=O)c2c(C)cc(C)cc21 (stereo not given)
  -9.4 | -0.1 | -8.1 | -1.1
- CCOC(=O)c1ccc(NS(=O)(=O)c2ccc(OC)c(C)c2)cc1
  -10.2 | 0.0 | -3.2 | -0.4
- CCC(C(=O)Nc1ccc2c(c1)OCCO2)n1c2ccccc2c2nc(=O)cc(C)n21 (stereo not given)
  -5.9 | 0.4 | 5.7 | -0.5
- C/C(=N/NC(=O)c1cccnc1)c1ccc([N+](=O)[O-])cc1
  -5.2 | -0.1 | -14.0 | -0.3
- Nc1nc(Nc2ccccc2)cc(NC2CCN(Cc3ccccc3)CC2)n1
  17.9&-5.8 | 0.2&-0.2 | -1.3&0.2 | -1.3&1.6
- Nc1nc(NCCO)cc(Nc2ccncn2)n1
  4.2 | 0.0 | -9.0 | 1.0
- CCN(C(=O)Cn1c(C(=O)OC)cc2ccsc21)c1cccc(C)c1
  1.2 | -0.1 | -0.4 | 1.1
- CCOC(=O)N1CCc2c(sc(NCc3ccc(N(CC)CC)cc3)c2C(=O)Nc2cc(OC)ccc2OC)C1
  10.2 | -0.1 | 3.1 | 0.1
- CCOC(=O)c1ccccc1NC(=O)CN(c1ccccc1OC)S(C)(=O)=O
  -7.3 | -0.1 | 5.0 | -1.3
- O=[N+]([O-])c1ccc(S(=O)(=O)N2CC3C4C=CC(C4)C3C2)cc1 (stereo not given)
  10.8 | 0.2 | 14.1 | 4.6
- COC(=O)c1cccc(NSc2ccccc2[N+](=O)[O-])c1
  8.0 | -0.1 | 0.8 | 1.2
- COCCNCCC1CCC(=O)N1CCc1ccccc1OC (stereo not given)
  11.8 | 0.0 | 7.0 | -0.3
- COc1ccccc1CN1CCN(Cc2nnnn2CCc2ccccc2)CC1
  9.1 | -0.8 | -46.9 | 0.2
- O=C(CCSS(=O)(=O)O)N1CCN(C(=O)c2ccco2)CC1
  -3.3 | 0.0 | -4.1 | 0.1
- COc1ccc(C2C(C(=O)Nc3cccc(C)n3)=C(C)NC3=C2C(=O)CCC3)c(OC)c1 (stereo not given)
  -4.2 | 0.1 | 12.2 | 3.5
- Cc1ccccc1N1C(=O)CC(c2cn(C)c3ccccc23)C1=O (stereo not given)
  14.3 | 0.5 | -2.9 | 0.7
- COc1cc(/C=N/NC(N)=O)ccc1Oc1ccc([N+](=O)[O-])cn1
  6.5 | 0.0 | -2.9 | 0.1
- CSc1cccc(NC(=O)c2nnn(Cc3ccccc3)c2N)c1
  25.6 | 0.8 | -13.5 | -0.8
- CCc1ccc2[nH]c(C)c(CN(C)C)c(=O)c2c1
  1.9 | 0.0 | -5.5 | 1.1
